Cdc42 wt: changes GTP binding to wildtype human Cdc42. P60953. GST-Cdc42 beads, Bodipy-GTP binding, flow cytometry; actives lie on both sides. percent activity (GTP binding), % at 10 µM. 190,000 tested, 0.2% active. AID 761;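 active = percent activity GTP binding at least 20 points away from the 100% baseline, either down as inhibitor or up as activator; inconclusive = compound flagged as likely green fluorescent from well-wide comparison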;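 also: median bead fluorescence of bound Bodipy-FL-GTP at 100 nM; 0% = excess unlabeled GTP control and 100% = no compound control; below 100% means less GTP binding so inhibitor and above means activator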
Target sequence (P60953 whole entry, looked up): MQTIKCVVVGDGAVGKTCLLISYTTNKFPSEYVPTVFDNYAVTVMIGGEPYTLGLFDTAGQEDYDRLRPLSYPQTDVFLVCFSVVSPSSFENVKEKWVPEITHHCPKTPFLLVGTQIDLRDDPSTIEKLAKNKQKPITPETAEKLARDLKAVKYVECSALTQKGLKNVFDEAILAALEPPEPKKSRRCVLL
Pf gamet viab: inhibitors of late stage P. falciparum gametocyte viability. P. falciparum stage V gametocytes, ATP luminescence, 24 h. inhibition, % at 10.9 µM. 150,000 tested, 0.065% active;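 active = inhibition above the mean plus 3 SD of compounds within the control limits, set per campaign, cut at about 38% in these data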;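 also: 0% = DMSO wells and 100% = medium only without gametocytes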
GSH bead fluor: compound fluoresces at 488/530 nm on GSH beads. GSH beads flow cytometry, compound fluorescence 488/530 nm; active compounds read high. fluorescence (KMESF) at 10 µM. 190,000 tested, 0.25% active. AID 1776; in the data active = fluorescence above about 89;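 also: glutathione beads carrying GST-tagged Bcl family fusion proteins plus one bare bead set; values are compound well signal with DMSO vehicle wells as background; inactives centre near 16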
ABCB1 inh: human ABCB1 inhibition, ABCG2 as counter-screen; CCRF-Adr cells, JC-1 efflux, flow cytometry; inhibition, % at 6.6 µM; 190,000 tested, 0.067% active; in the data active = inhibition above about 40%;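 also: 0% = vehicle and 100% = reference inhibitor; higher value means more JC-1 retained so stronger ABCB1 efflux block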
Rab2A wt mod: changes GTP binding to wildtype dog Rab2A, up or down | P61105 | GST-Rab2 wt beads, Bodipy-GTP binding, flow cytometry | GTP binding activity, % at 10 µM | 190,000 tested, 0.19% active | AID 760;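 active = GTP binding activity at least 20 points away from 100%, either lowered or raised; inconclusive = signal likely due to the compound's own green fluorescence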;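 also: 0% = beads with excess unlabeled GTP and 100% = no-compound control corrected for plate trend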
Avidin fluor: avidin bead compound fluorescence profile. 220,000 tested, 0.38% active. fluorescence (KMESF) at 10 µM. Avidin beads, compound fluorescence 488/530 nm, flow cytometry; active compounds read high; in the data active = fluorescence above about 47; also: inactives centre near 10
HRas wt GTP bind: human HRas wildtype GTP binding, change in either direction. GST-Ras wt beads, Bodipy-FL-GTP binding, flow cytometry; actives lie on both sides. 190,000 tested, 0.14% active. P01112. GTP binding activity, % at 10 µM;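 active = GTP binding activity at least 20% away from the 100% baseline, either lowered as inhibitor or raised as activator; inconclusive = flagged as likely green fluorescent, judged across all proteins in the well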;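 also: 0% = unlabeled GTP competition control and 100% = no-compound control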
Target sequence (P01112 whole entry, looked up): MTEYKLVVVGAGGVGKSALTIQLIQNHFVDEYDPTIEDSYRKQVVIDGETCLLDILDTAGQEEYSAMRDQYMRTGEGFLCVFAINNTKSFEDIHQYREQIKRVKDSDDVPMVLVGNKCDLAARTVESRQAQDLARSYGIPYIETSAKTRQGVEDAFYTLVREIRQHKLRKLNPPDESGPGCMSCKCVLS
Rac1 wt modul: modulators of human Rac1 wildtype GTP binding; GTP binding activity (% of control), % at 10 µM; P63000; GST-Rac1 beads, fluorescent GTP binding, flow cytometry; actives lie on both sides; 0 = cold GTP competed, 100 = untreated; 190,000 tested, 0.27% active; AID 757;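 active = GTP binding activity at least 20 points away from the 100% control level, either lower or higher; inconclusive = compound flagged as likely green fluorescent, judged across all proteins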
Rab7 wt GTP bind: modulators of GTP binding to dog Rab7 wildtype GTPase | GST-Rab7 beads, fluorescent GTP binding, flow cytometry; actives lie on both sides; untreated = 100%, excess cold GTP = 0% | 190,000 tested, 0.055% active | GTP binding activity (percent of control), % at 10 µM;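 active = fluorescent GTP binding to Rab7 beads changed by at least 20 points from the 100% baseline, either direction, mostly lower; inconclusive = compound itself probably fluorescent, or too few beads counted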;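 also: median green fluorescence of bound Bodipy-FL-GTP per Rab7 bead population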
ABCG2 block: inhibitors of human ABCG2 transporter, ABCB1 counter-screen. Q9UNQ0. IgMXP3 cells, JC-1 efflux, flow cytometry. inhibition, % at 6.6 µM. 190,000 tested, 0.1% active;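 active = inhibition above 80%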;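 also: 0% = DMSO and 100% = nicardipine control wells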
Target sequence (Q9UNQ0 whole entry, looked up): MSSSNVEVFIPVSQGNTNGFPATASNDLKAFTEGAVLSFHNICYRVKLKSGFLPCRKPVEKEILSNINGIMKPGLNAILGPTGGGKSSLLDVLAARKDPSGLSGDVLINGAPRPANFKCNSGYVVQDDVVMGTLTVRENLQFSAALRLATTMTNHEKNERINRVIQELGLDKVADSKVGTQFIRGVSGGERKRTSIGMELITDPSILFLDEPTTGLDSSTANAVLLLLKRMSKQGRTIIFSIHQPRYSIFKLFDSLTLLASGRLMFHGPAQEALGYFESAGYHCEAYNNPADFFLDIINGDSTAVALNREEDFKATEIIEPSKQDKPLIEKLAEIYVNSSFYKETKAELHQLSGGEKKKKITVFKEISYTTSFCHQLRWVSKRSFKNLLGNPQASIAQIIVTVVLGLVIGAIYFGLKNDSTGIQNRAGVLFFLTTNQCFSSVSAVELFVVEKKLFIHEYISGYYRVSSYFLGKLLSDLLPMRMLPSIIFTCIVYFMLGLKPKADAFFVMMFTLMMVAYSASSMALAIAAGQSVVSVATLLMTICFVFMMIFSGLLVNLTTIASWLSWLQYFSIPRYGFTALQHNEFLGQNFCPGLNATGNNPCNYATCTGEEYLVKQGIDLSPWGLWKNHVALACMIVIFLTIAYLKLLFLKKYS
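Measure – % inhibition of efflux relative to nicardipine and DMSO · Test system – ABCG2 IgMXP3 and barcoded ABCB1 CCRF-Adr cell mix · Control set – nicardipine as high control, DMSO as low control · Compound – one concentration, 6.6 µM final · Signal – flow cytometry of retained JC-1 fluorescence · Timing – 10 min exposure at 25 °C with rotation, no wash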
Rac1 mut GTP: human Rac1 activated mutant GTP binding change | AID 764 | 190,000 tested, 0.11% active | P63000 | percent activity (GTP binding), % at 10 µM | GST-Rac1 activated beads, fluorescent GTP binding, flow cytometry; actives lie on both sides; 100% means binding = to untreated wells;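 active = GTP binding at least 20 percentage points away from the 100% baseline, in either direction, so actives lie on both sides; inconclusive = Compound likely fluorescent itself, or too few beads counted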
Starred values were filed as active, the others as inactive; u = inconclusive; x = no result given.

| canonical_smiles | Cdc42 wt | Pf gamet viab | GSH bead fluor | ABCB1 inh | Rab2A wt mod | Avidin fluor | HRas wt GTP bind | Rac1 wt modul | Rab7 wt GTP bind | ABCG2 block | Rac1 mut GTP |
| --- | --- | --- | --- | --- | --- | --- | --- | --- | --- | --- | --- |
| CC(C)P(=O)(Cc1cccc(C#N)c1)C(C)C | 104 | x | 14 | 0.1 | 102 | 34 | 104 | 101 | 98 | 1 | 100 |
| CC(C)N1CN=C(Nc2nc3ccccc3o2)NC1 | 96 | x | 59 | -0.1 | 102 | 27 | 102 | 100 | 106 | 0 | 95 |
| O=C(CSc1nc2c(sc3ccccc32)c(=O)n1CCCN1CCCC1)NCc1ccco1 | 101 | 12 | 11 | -0.9 | 99 | 10 | 98 | 106 | 97 | 1 | 99 |
| NC(=O)COc1ccc(C23CC4CC(CC(C4)C2)C3)cc1 | 97 | x | 12 | 0.0 | 94 | 25 | 95 | 101 | 96 | 0 | 95 |
| O=C(CNc1ccc2c(c1)OCO2)N/N=C\c1ccccc1Cl | u | -2 | 10 | 0.7 | u | 8 | u | u | u | 5 | u |
| COC(=O)CCC/C=C1/SCC(NC(=O)c2ccccc2)C1NC(C)=O (stereo not given) | 96 | x | 21 | 0.9 | 97 | 6 | 95 | 98 | 97 | 2 | 98 |
| Cc1cccc(C(=O)NNC(=O)c2ccc(-c3ccccc3)cc2)c1 | 103 | x | 11 | 0.4 | 103 | 7 | 103 | 105 | 105 | 11 | 101 |
| COCC(COCCCNC(=O)Nc1ccc(Br)cc1)OC (stereo not given) | 97 | x | 24 | 1.3 | 96 | 8 | 98 | 100 | 98 | 20 | 98 |
| c1ccc2c(c1)nc(NC1CCCCC1)c1nncn12 | 99 | x | 18 | 0.5 | 100 | 5 | 100 | 105 | 104 | 2 | 98 |
| CCOc1ccc2nc(N(CCN(CC)CC)C(=O)c3ccc([N+](=O)[O-])cc3)sc2c1 | 94 | 9 | 9 | 0.6 | 97 | 11 | 93 | 93 | 99 | -1 | 94 |
| CN(C)S(=O)(=O)N(CC(=O)NCc1ccccc1)c1ccccc1 | 100 | -45 | 13 | 0.1 | 99 | 8 | 98 | 102 | 98 | -1 | 97 |
| C=CCC1CCCCC12NC(=O)NC2=O (stereo not given) | 97 | x | 10 | 0.2 | 98 | 13 | 98 | 94 | 93 | 0 | 99 |
| Cc1cccc(NNC(N)=S)c1 | 93 | -4 | 10 | 1.7 | 95 | 10 | 93 | 95 | 96 | 12 | 95 |
| Nc1nc(SCC(=O)Nc2ccccc2)nc2nc3c(cc12)CCCC3 | u | 14 | 5 | -0.6 | u | 1 | u | u | u | -5 | u |
| COc1ccc(N2C(=O)C3CCCCC3C2=O)cc1NC(=O)c1ccccc1 (stereo not given) | 98 | 0 | 12 | 0.3 | 102 | 11 | 98 | 101 | 102 | 4 | 96 |
| O=C(Nn1c(-c2ccc(F)cc2)nc2ccccc2c1=O)C1CCCCC1 | 101 | -3 | 14 | 0.7 | 100 | 7 | 102 | 101 | 101 | 5 | 98 |
| COc1cc(-c2nnc3sc(-c4ccco4)nn23)cc(OC)c1OC | 102 | 1 | 46 | 1.1 | 103 | 6 | 102 | 103 | 104 | 5 | 100 |
| COCCNC(=O)C(c1ccccc1C)N(CCOC)C(=O)Cn1nnc2ccccc21 (stereo not given) | 99 | x | 69 | 0.9 | 99 | 7 | 102 | 99 | 99 | 2 | 97 |
| O=C(NCc1ccccn1)c1cccc(NS(=O)(=O)c2cccc(F)c2)c1 | 103 | 1 | 6 | 0.1 | 99 | 2 | 101 | 104 | 99 | 0 | 93 |
| CCOC(=O)c1ccc(COc2nc3ccccc3nc2-c2ccccc2NC(C)=O)o1 | 101 | 6 | 37 | 0.5 | 101 | 5 | 100 | 101 | 100 | 2 | 98 |
| Cc1cccc(C2=N/C(=C\c3cccnc3)C(=O)O2)c1 | 96 | -5 | 36 | 0.6 | 90 | 10 | 92 | 90 | 92 | 8 | 90 |
| CCOc1cc(CN2CCN(CCc3ccccc3)C(CCO)C2)ccc1OC (stereo not given) | 95 | 2 | 15 | 1.1 | 100 | 1 | 98 | 99 | 106 | 2 | 95 |
| O=C(CS(=O)CC(=O)N(c1cccc(F)c1)C(C(=O)NC1CCCCC1)c1ccco1)Nc1ccc(F)cc1 (stereo not given) | 99 | -1 | 5 | 0.3 | 97 | 14 | 99 | 103 | 102 | 2 | 100 |
| CCCc1[nH]nc2c1C(c1ccc(O)c(OC)c1)C(C#N)=C(N)O2 (stereo not given) | 102 | x | 63 | 0.0 | 102 | 7 | 103 | 100 | 99 | 0 | 98 |
| COc1ncnc2c1oc1nc(CC(C)C)c3c(c12)CCCC3 | 99 | x | 11 | 1.6 | 98 | 21 | 99 | 99 | 96 | 7 | 98 |
| CCC(C)(C)n1nnnc1C(C(C)C)N(Cc1ccco1)Cc1cc2cc3c(cc2[nH]c1=O)OCO3 (stereo not given) | 104 | -7 | 19 | 2.0 | 105 | 7 | 105 | 103 | 104 | 1 | 101 |
| CCCn1c(CCNC(=O)c2cccs2)nc2ccccc21 | 99 | x | 19 | -0.9 | 102 | 7 | 102 | 105 | 102 | 0 | 99 |
| Cc1ccc(NC(=O)c2cc(S(=O)(=O)NCCC3=CCCCC3)ccc2F)cc1F | 95 | x | 13 | 0.1 | 100 | 4 | 99 | 102 | 100 | 1 | 99 |
| O=C(Cn1nnc2c(cnn2-c2ccccc2)c1=O)NCc1cccs1 | u | 6 | 36 | 0.0 | u | 8 | u | u | u | 0 | u |
| C=CCn1c(CNC(=O)c2cccs2)nnc1SCC(=O)c1ccc(Br)cc1 | 98 | -1 | 14 | 0.6 | 94 | 32 | 97 | 96 | 92 | 3 | 94 |
| Cc1cc(C(=O)CSc2ncccn2)c(C)n1Cc1ccco1 | 92 | 3 | 10 | 0.2 | 95 | 22 | 97 | 97 | 99 | 1 | 96 |
| Cc1occc1-c1nnc(SCC(=O)Nc2nc(-c3ccccc3)cs2)o1 | u | x | 41 | 0.2 | u | 5 | u | u | u | 2 | u |
| COc1ccc(OCC(=O)Nc2cc(OC)cc(OC)c2)cc1 | 105 | x | 6 | -0.2 | 102 | 7 | 101 | 103 | 100 | 0 | 100 |
| CCC1(c2ccc(Cl)cc2)NC(=O)N(Cc2ccc(C(=O)OC)cc2)C1=O (stereo not given) | 96 | x | 9 | 1.6 | 96 | 5 | 95 | 97 | 94 | 5 | 93 |
| Cc1ccc(-c2nn(-c3cccc(F)c3)cc2CN(Cc2nccn2C)C(C)C)o1 | 98 | 5 | 11 | 7.8 | 97 | 5 | 97 | 99 | 97 | 15 | 93 |
| CCCCOc1ccc(/C(O)=C2/C(=O)C(=O)N(Cc3cccnc3)C2c2ccncc2)c(C)c1 (stereo not given) | 103 | 12 | 23 | 1.0 | 98 | 13 | 101 | 103 | 97 | -1 | 97 |
| Cc1cc(C)c2c(n1)sc1c(-c3ccccc3)c(C#N)c(N)nc12 | 101 | -19 | 4 | -0.5 | 98 | 2 | 102 | 102 | 102 | -3 | 101 |
| Cc1ccc(-n2nnnc2SCC(=O)Nc2sccc2C#N)cc1 | 97 | -1 | 5 | 0.3 | 96 | 2 | 96 | 96 | 94 | 2 | 95 |
| CCN1C(=O)c2ccccc2S(=O)c2ccc(C(=O)NCCCN3CCCC3=O)cc21 (stereo not given) | 97 | x | 27 | -0.2 | 96 | 7 | 96 | 93 | 99 | -1 | 95 |
| O=C(C[n+]1ccccc1)Nc1c(Cl)cc(Cl)cc1Cl | 98 | 4 | 15 | 0.4 | 98 | 9 | 98 | 98 | 96 | -4 | 95 |

Some of the entries so far, with two lines to a compound.
Below each compound – Cdc42 wt	Pf gamet viab	GSH bead fluor	ABCB1 inh	Rab2A wt mod	Avidin fluor	HRas wt GTP bind	Rac1 wt modul	Rab7 wt GTP bind	ABCG2 block	Rac1 mut GTP
> Cc1occc1-c1nnc(SCC(=O)Nc2nc(-c3ccccc3)cs2)o1
 : u	x	41	0.2	u	5	u	u	u	2	u
> COc1ccc(OCC(=O)Nc2cc(OC)cc(OC)c2)cc1
 : 105	x	6	-0.2	102	7	101	103	100	0	100

Later entries
| canonical_smiles | Cdc42 wt | Pf gamet viab | GSH bead fluor | ABCB1 inh | Rab2A wt mod | Avidin fluor | HRas wt GTP bind | Rac1 wt modul | Rab7 wt GTP bind | ABCG2 block | Rac1 mut GTP |
| --- | --- | --- | --- | --- | --- | --- | --- | --- | --- | --- | --- |
| Cc1cccc(NC(=O)Nc2nnc(N3CCCCC3C)s2)c1C (stereo not given) | 97 | x | 27 | 0.5 | 98 | 7 | 98 | 96 | 96 | 2 | 96 |
| COc1ccc(S(=O)(=O)Nc2cc(C(=O)NCCCOC(C)C)ccc2N2CCOCC2)cc1 | 103 | 13 | 14 | 0.1 | 99 | 10 | 101 | 101 | 98 | 1 | 101 |
| Cc1cccc(C)c1OCCNC(=O)C(=O)NCc1ccco1 | 98 | 7 | 11 | 1.3 | 95 | 11 | 98 | 99 | 98 | 18 | 96 |
| Cc1ccc(CNC(=O)CCC2CCCN(Cc3cccc4ncccc34)C2)o1 (stereo not given) | 103 | x | 12 | 0.9 | 102 | 15 | 100 | 100 | 102 | 1 | 98 |
| CCOc1cc(NC(=S)NCCCN2CCOCC2)c(OCC)cc1NC(=O)C(C)C | 100 | 12 | 12 | 0.1 | 102 | 13 | 100 | 102 | 104 | 1 | 100 |
| CCCn1c(SCC(=O)Nc2nc(C)c(C(=O)OC)s2)nnc1C(C)C | 94 | 3 | 51 | 0.3 | 94 | 8 | 95 | 92 | 96 | 12 | 93 |
| COc1ccc(-c2c3c(=O)n(C)c(=O)n(C)c3cn2-c2cc(OC)ccc2OC)cc1 | 100 | x | 27 | 3.5 | 99 | 11 | 101 | 101 | 100 | 29 | 98 |
| COC(=O)Cc1ccc(NC(=S)NCc2ccc(Cl)cc2)cc1 | 99 | x | 20 | 0.0 | 98 | 8 | 98 | 99 | 101 | 0 | 98 |
| CCn1c2ccccc2c2cc(/C=N/NC(=O)c3cc(O)cc(O)c3)ccc21 | 98 | -12 | 14 | -0.8 | 96 | 9 | 98 | 97 | 100 | -1 | 98 |
| Cc1c(NC(=O)CSc2nnc(Nc3ccccc3)s2)c(=O)n(-c2ccccc2)n1C | 102 | 5 | 17 | 0.0 | 97 | 15 | 100 | 107 | 99 | 0 | 101 |
| COc1ccc2c(c1)CC/C2=N\OC(=O)c1cccc(C)c1 | 102 | x | 11 | -0.2 | 101 | 13 | 103 | 105 | 100 | 3 | 102 |
| Cc1cc(N2CCN(Cc3cn(C)nc3-c3ccccc3F)CC2)cc(C)n1 | 99 | -14 | 10 | 0.0 | 98 | 10 | 98 | 102 | 99 | 0 | 98 |
